Source: PubChem
IL1B NFkB pot: enhancers of NFkB p65 translocation in HUVEC – imaging, IL-1B stimulus, high-content imaging, primary screen; HUVEC IL-1B NFkB p65 nuclear translocation imaging; 0.3% of 94,000 active; AID 819, 2007; activation, % at 2 µM;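 active means activation above 40%, about the mean plus 3 SD, also judged a hit on visual image review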;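 further: percent activation is computed from the nuclear over cytoplasmic p65 intensity ratio; values of inactives mirror those of a sister screen read the other way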
Bcl-B TR3 displacers: displacers of TR3 peptide from Bcl-B, primary screen, selectivity assay for Bfl-1 inhibitor project, biochemical, fluorescence polarization; Bcl-2-like protein 10 (Homo sapiens); FP displacement of FITC-TR3 peptide from Bcl-B; higher % means a stronger effect; displacement, % at 20 µM; hits with a dose series show IC50 in µM; 0.11% of 96,000 active; AID 748, 2007;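 active means displacement above 50% at 20 µM plus a fluorescence interference ratio under 1.5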;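 further: plate controls were wells without compound for no effect and wells lacking Bcl-B protein for full effect; a part of the inactive calls stands beside numbers as strong as those of hits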
PLAP inhibitors HTS: PLAP enzyme inhibitors, biochemical, luminescence, HTS (AID 690); Alkaline phosphatase, placental type (Homo sapiens); purified PLAP, luminescent substrate; higher % means a stronger effect; inhibition, % at 20 µM, or IC50 in µM where a hit was titrated; 0.08% of 96,000 active; in the data active means a potency from the dose series; inactive means the rest, 99 in 100 with inhibition below about 30%; further: strong numbers were not always called active
IL1B NFkB inh: inhibitors of IL-1B driven NFkB p65 nuclear import, primary screen, imaging, HUVEC, IL-1B stimulus, high-content imaging. HUVEC IL-1B NFkB p65 nuclear translocation imaging. inhibition, % at 2 µM. 0.43% of 94,000 active. AID 796, 2007;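 active means inhibition above about 30% together with a positive call from visual inspection of the well image, limit read from the data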;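 further: nuclear over cytoplasmic p65 intensity ratio measured by imaging; 0% = IL-1B stimulated DMSO wells and 100% = unstimulated DMSO wells; values of inactives mirror those of a sister screen read the other way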
MRP reversal: reversal of MRP1-mediated doxorubicin resistance, primary screen, H69AR cells, doxorubicin co-treatment; AID 602, 2007; 0.04% of 85,000 active; H69AR cells + 2 uM doxorubicin, CellTiter-Glo, 72 h; differential viability (reversal), % at 10 µM;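 active means viability drop by adding the cancer drug above about 55%, with treated viability meeting a 40% cutoff, limit read from the data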;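 further: viability without doxorubicin minus viability with 2 µM doxorubicin for each compound; larger differential means the compound sensitizes cells more to doxorubicin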
MRP reversal cytotoxicity: recorded beside MRP reversal, whose call it bears; viability, %; H69AR cells, CellTiter-Glo, 72 h; measured here: cytotoxicity without doxorubicin
MRP reversal with doxorubicin: recorded beside MRP reversal, whose call it bears; viability, %; measured here: viability with 2 uM doxorubicin; active compounds read low
IL1B NFkB inh cell count 2 µM: also measured in IL1B NFkB inh; calls as there; cell count; measured here: cells passing quality filter;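 raw number of nuclei counted in each imaged well without normalization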
IL1B NFkB pot cell count 2 µM: second read-out of IL1B NFkB pot, no call of its own (marks repeat the call); cell count; measured here: cells passing quality filter
Active calls of the source: *; nt = no result given. Only part of the results is shown; count on the stated rates, not on these rows.

Results follow in this order: IL1B NFkB pot, IL1B NFkB pot cell count 2 µM, Bcl-B TR3 displacers, PLAP inhibitors HTS, IL1B NFkB inh, IL1B NFkB inh cell count 2 µM, MRP reversal, MRP reversal cytotoxicity, MRP reversal with doxorubicin
1: Cc1n[nH]c(=O)nc1NC(C)c1ccccc1 (stereo not given)
    14, 159, -4%, -3%, -14, 159, -10, 80, 90
2: O=C(c1csc2c1CCCC2)N1CCN(c2ncccn2)CC1
    2, 130, -2%, 5%, -2, 130, 3, 81, 78
3: O=C(CSc1ccsc1[N+](=O)[O-])NCCc1ccccc1
    -8, 149, 12%, 8%, 8, 149, 0, 83, 83
4: O=C(CSc1nnc(-c2ccc(Cl)s2)o1)N1CCOCC1
    5, 126, -5%, -15%, -5, 126, 9, 102, 93
5: CN(C)c1nc(Oc2ccc(C(=O)OCC(=O)Nc3ccccc3)cc2)nc(N(C)C)n1
    16, 143, -2%, -2%, -16, 143, -2, 90, 91
6: COc1ccc(N2CCN(CCCNC(=O)C3CCCN(S(=O)(=O)c4cnc[nH]4)C3)CC2)cc1 (stereo not given)
    nt, nt, -5%, -60%, nt, nt, -2, 105, 107
7: CCOC(=O)c1c(C)n(OCc2ccccc2)c2ccc3nonc3c12
    nt, nt, -8%, -4%, nt, nt, -8, 53, 61
8: Cc1cc(Cl)c(S(=O)(=O)Nc2ccon2)cc1OCC(=O)NC1CCCCC1
    7, 118, -5%, -32%, -7, 118, 2, 87, 84
9: N#Cc1c(SCC(N)=O)nc2c(c1-c1ccc(OCc3ccccc3)cc1)CCCC2
    3, 18, nt, nt, -3, 18, -3, 87, 90
10: Cn1c(=O)c2c(-c3ccccc3)n(-n3cnnc3)cc2n(C)c1=O
    -14, 153, 14%, 4%, 14, 153, -19, 48, 67
11: COc1ccc(-n2nnnc2SCC(=O)c2cccc(OC)c2)cc1
    21, 143, 4%, 9%, -21, 143, -4, 86, 91
12: O=C(COc1cccc2ccccc12)NNC(=O)[C@@H]1CCCC[C@@H]1C(=O)O
    9, 163, 2%, -96%, -9, 163, nt, nt, nt
13: CN1CCN(/C=N/c2sc3c(c2C#N)CCCCC3)CC1
    -6, 96, 11%, -44%, 6, 96, nt, nt, nt
14: CCOc1ccc(C(=O)c2nc3c(n2O)CCCC3)cc1
    -12, 136, 1%, 6%, 12, 136, 4, 99, 95
15: CCOc1ccc(CCNC(=O)C2CC(=O)N(C3CCCC3)C2)cc1OCC (stereo not given)
    -4, 164, -7%, 0%, 4, 164, 11, 88, 77
16: O=C(COC(=O)c1ccc2ccccc2c1)Nc1ncc(C(F)(F)F)cc1Cl
    -4, 188, 8%, -10%, 4, 188, -3, 79, 82
17: CCOC(=O)Cn1c(S(=O)(=O)Cc2ccccc2)nc2ccccc21
    11, 43, 0%, 8%, -11, 43, 8, 106, 98
18: O=C(NC1CCCCC1)C(c1ccc(Cl)cc1)N(C(=O)c1cnccn1)c1ccc2c(c1)OCO2 (stereo not given)
    25, 153, 6%, -5%, -25, 153, -15, 45, 61
19: CCOC(=O)N1CCN(C(=O)CS(=O)(=O)Cc2nc(-c3ccccc3C)oc2C)CC1
    11, 78, nt, nt, -10, 78, nt, nt, nt
20: CCC(C)(C)N1CC(=O)N(Cc2ccccc2)C(c2ccc(OC)cc2)C1=O (stereo not given)
    -9, 80, -2%, -19%, 9, 80, 22, 95, 74

More entries follow:
Results follow in this order: IL1B NFkB pot, IL1B NFkB pot cell count 2 µM, Bcl-B TR3 displacers, PLAP inhibitors HTS, IL1B NFkB inh, IL1B NFkB inh cell count 2 µM, MRP reversal, MRP reversal cytotoxicity, MRP reversal with doxorubicin
21: COc1ccc(-c2noc(CCCc3ccccc3)n2)cc1OC
    24, 115, -11%, -20%, -24, 115, 9, 105, 96
22: Cc1nc2ccccc2c2oc(C(=O)NCCN3CCN(C)CC3)cc12
    23, 65, -15%, -29%, -23, 65, -3, 89, 92
23: CC(c1ccco1)N(C(=O)c1ccc(Cl)s1)c1ccccn1 (stereo not given)
    -5, 148, 11%, -13%, 5, 148, 15, 95, 80
24: O=C(NC1CCCCC1)NC1CCN(S(=O)(=O)Cc2ccccc2)CC1
    6, 119, 4%, -1%, -6, 119, 3, 103, 101
25: O=C(OC(C(=O)NC1CCCC1)c1cccnc1)C1=Cc2ccccc2OC1 (stereo not given)
    16, 176, 2%, 2%, -16, 176, -4, 74, 78
26: CCn1cc(C2=NC(C)CO2)c2ccccc21 (stereo not given)
    nt, nt, 8%, 14%, nt, nt, -9, 81, 90
27: CCN1c2ccccc2-c2nc3ccccc3n2C1c1ccncc1 (stereo not given)
    10, 129, 19%, -43%, -10, 129, 1, 85, 84
28: O=C(c1cn(-c2ccccc2)nc1-c1ccncc1)n1nnc2ccccc21
    30, 142, nt, nt, -30, 142, -9, 8, 17
29: c1ccc2c(c1)oc1c(NCCCn3ccnc3)ncnc12
    2, 63, -16%, -2%, -2, 63, 19, 87, 68
30: c1ccc(-c2nnc3n2CCCC3)cc1
    7, 160, 5%, -2%, -7, 160, nt, nt, nt
31: CCc1ccccc1NC(=S)NCc1ccc2c(c1)OCO2
    1, 181, 6%, 14%, -2, 181, nt, nt, nt
32: O=S(=O)(/C=C/c1ccccc1)Nc1ccc2c(c1)OCO2
    -4, 98, 2%, -17%, 4, 98, 21, 117, 95
33: O=C(NCc1ccccc1)c1ccc(Oc2ccc(C(=O)NCc3ccccc3)cc2)cc1
    6, 165, 0%, 10%, -6, 165, 11, 79, 68
34: COCCNC(=O)Cn1cc2c(n1)CCCCC2
    nt, nt, -3%, -3%, nt, nt, 0, 89, 89
35: O=S(=O)(/N=C(/Sc1ccccc1)c1ccccc1)c1ccccc1
    -6, 121, 0%, -10%, 6, 121, -11, 26, 38
36: CCOC(=O)c1ccc(NC(=O)Nc2ccc(OC)c(OC)c2)cc1
    27, 131, -5%, 20%, -27, 131, -8, 52, 60
37: CC1(C)CC(C)(c2ccc(O)cc2O)N(c2cccc(Cl)c2)C(=S)N1 (stereo not given)
    -6, 138, nt, nt, 6, 138, -14, 90, 103
38: COC(=O)c1ccc(CS(=O)(=O)c2ccc(C)cc2)cc1
    2, 179, -5%, 9%, -2, 179, -7, 84, 91
39: CC(C)CCNC(=O)C(c1ccco1)N(Cc1ccccc1)C(=O)c1snc(C(N)=O)c1N (stereo not given)
    nt, nt, -2%, -36%, nt, nt, 17, 109, 92
40: Cc1c(C=O)c2ccccc2n1CC(=O)N1CCc2ccccc2C1
    3, 194, nt, nt, -3, 194, -11, 77, 89

Carrying on.
Results follow in this order: IL1B NFkB pot, IL1B NFkB pot cell count 2 µM, Bcl-B TR3 displacers, PLAP inhibitors HTS, IL1B NFkB inh, IL1B NFkB inh cell count 2 µM, MRP reversal, MRP reversal cytotoxicity, MRP reversal with doxorubicin
41: Cc1ccccc1C(=O)NNC(=O)C1CCCN(c2ncccn2)C1 (stereo not given)
    4, 137, 6%, -51%, -4, 137, nt, nt, nt
42: Cn1c(SCC(N)=O)nnc1C1CCN(S(=O)(=O)c2ccccc2C(F)(F)F)CC1
    -2, 139, -4%, -29%, 2, 139, -2, 98, 101
43: Cc1nnc(N2C(=O)c3oc4ccccc4c(=O)c3C2c2ccco2)s1 (stereo not given)
    nt, nt, 4%, 10%, nt, nt, 4, 87, 83
44: C/C=C/c1ccc(OCCCCn2cncn2)c(OC)c1
    18, 148, -3%, -24%, -18, 148, 20, 103, 83
45: Cc1cc(C)c2nc(N3CCC(C(=O)NCCCN4CCCCC4)CC3)sc2c1
    6, 92, 2%, -101%, -6, 92, -5, 58, 63
46: O=[N+]1C2=C(CCCC2)N([O-])C12CCCC2
    -1, 155, -1%, 0%, 1, 155, 2, 96, 94
47: O=S(=O)(c1ccc(Oc2ccc(Br)cc2)cc1)N1CCOCC1
    6, 144, -1%, 1%, -6, 144, 15, 88, 73
48: CCCCOC(=O)C1C2C=C[C@]3(CN(CCCOC)C(=O)[C@H]13)O2 (stereo not given in full)
    -6, 69, 1%, -5%, 6, 69, 11, 98, 88
49: Cn1c(SCC(=O)N2CCCC2)nnc1-c1ccc(S(=O)(=O)N2CCCC2)cc1
    -5, 184, -14%, 4%, 5, 184, -6, 89, 95
50: Cc1ccc(-c2cn3cccnc3n2)cc1NC(=O)c1c(-c2ccccc2Cl)noc1C
    9, 194, -15%, -8%, -9, 194, nt, nt, nt
51: Cn1c(SCc2ccccn2)nnc1-c1cnccn1
    nt, nt, 8%, 2%, nt, nt, -9, 86, 95
52: CCN(CC)S(=O)(=O)c1ccc(S(=O)(=O)N2CCN(C(=O)c3ccco3)CC2)cc1
    -11, 68, nt, nt, 11, 68, 7, 86, 78
53: CC1CCCCN1C(=O)CSc1nc(-c2ccccc2)cc(=O)[nH]1 (stereo not given)
    -1, 134, -7%, -16%, 1, 134, -8, 78, 85
54: COC(=O)c1ccc(NC(=O)CN2CCN(c3cccc(Cl)c3)CC2)cc1
    -4, 184, -4%, -4%, 4, 184, -7, 93, 100
55: O=C(COc1ccc(Cl)cc1Cl)N1CCCC1
    12, 171, 3%, -8%, -12, 171, 11, 95, 83
56: CSc1nnc(Cc2cc(=O)[nH]c(=O)[nH]2)n1-c1cc(C)ccc1C
    17, 82, 5%, -12%, -17, 82, 5, 101, 96
57: CCc1nn(C(C)C(=O)NCCc2ccc(OC)c(OC)c2)c(=O)c2cc3occc3n12 (stereo not given)
    nt, nt, -6%, -64%, nt, nt, nt, nt, nt
58: Cc1cc(C)nc(N2CCC(C(=O)NCc3cccs3)CC2)n1
    -7, 150, -7%, 5%, 7, 150, -8, 94, 103
59: CC1Cc2ccccc2N1C(=O)CSc1nc2c(c(=O)n(C)c(=O)n2C)n1Cc1ccccc1 (stereo not given)
    9, 116, -1%, -58%, -9, 116, -1, 40, 41
60: Fc1ccc(CNc2nc3ccccc3n3nnnc23)cc1
    21, 64, -65%, 4%, -21, 64, 3, 67, 64
